Tat transport = E. coli Tat transport inhibition; E. coli MC4100 TorA-mCherry Tat export, fluorescence; inhibition, % at 10 µM; 0.036% of 340,000 active; AID 488895;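 active = mean replicate inhibition at least 50% and at least half of replicates individually reaching 50%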;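 also: exported cargo escapes ClpAP degradation while cytoplasmic cargo is degraded and loses fluorescence; 0% = median of neutral control wells and 100% = median of NaSCN control wells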
Ecoli viability = bacterial growth inhibition, counter-screen for AddAB inhibitors; E. coli V3065 growth, OD600 absorbance, 18 h; inhibition, % at 11.9 µM; 0.27% of 330,000 active; AID 449728;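 active = inhibition above the campaign's mean inhibition across all tested compounds plus 3 SD, cut at about 9.9% in these data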;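 also: uninfected addAB+ strain grown without phage in ampicillin broth; 0% = DMSO wells and 100% = ciprofloxacin 0.95 µg/ml wells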
phage Ecoli inh = E. coli growth loss with phage present; inhibition, % at 11.9 µM; 0.26% of 360,000 active; AID 651602; growth absorbance; in the data active = inhibition above about 11%
Mot1-301 SUMO = inhibitors of SUMOylation pathway: yeast Mot1-301 growth rescue | AID 2716 | 1% of 320,000 active | growth rescue, % at 18.8 µM | S. cerevisiae Mot1-301 growth rescue, ATP luminescence, 38.5C; percent above DMSO median, 100 means doubled;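 active = every valid replicate shows activation above 250% relative to neutral control wells; inactive = the rest, any valid replicate at or below 250%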;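 also: OY570 slx delta 5 strain wells were the positive control but not used for scaling; some compounds called inactive have numbers as strong as hits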
MOR-DOR inv ag = mu-delta opioid heterodimer inverse agonism. P35372+P41143. cell-based MOR-DOR heterodimer luminescence. inhibition, % at 9.3 µM. 0.21% of 340,000 active; in the data active = inhibition above about 22%, passing the limit was not always enough;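 also: 0% = cells with DMSO and 100% = wells without cells with DMSO; values of inactives mirror those of a sister screen read the other way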
Target sequence (P35372 whole entry, looked up): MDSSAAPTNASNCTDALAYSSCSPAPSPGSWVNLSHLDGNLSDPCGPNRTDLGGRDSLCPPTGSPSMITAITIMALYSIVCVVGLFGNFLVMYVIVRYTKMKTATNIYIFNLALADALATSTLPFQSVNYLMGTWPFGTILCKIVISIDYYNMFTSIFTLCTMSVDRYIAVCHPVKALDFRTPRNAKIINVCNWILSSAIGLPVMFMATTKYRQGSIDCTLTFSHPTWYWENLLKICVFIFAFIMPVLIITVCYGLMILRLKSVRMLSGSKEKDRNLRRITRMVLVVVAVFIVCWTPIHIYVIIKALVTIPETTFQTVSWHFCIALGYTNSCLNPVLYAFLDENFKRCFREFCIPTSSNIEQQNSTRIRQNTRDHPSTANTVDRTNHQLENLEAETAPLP
Target sequence (P41143 whole entry, looked up): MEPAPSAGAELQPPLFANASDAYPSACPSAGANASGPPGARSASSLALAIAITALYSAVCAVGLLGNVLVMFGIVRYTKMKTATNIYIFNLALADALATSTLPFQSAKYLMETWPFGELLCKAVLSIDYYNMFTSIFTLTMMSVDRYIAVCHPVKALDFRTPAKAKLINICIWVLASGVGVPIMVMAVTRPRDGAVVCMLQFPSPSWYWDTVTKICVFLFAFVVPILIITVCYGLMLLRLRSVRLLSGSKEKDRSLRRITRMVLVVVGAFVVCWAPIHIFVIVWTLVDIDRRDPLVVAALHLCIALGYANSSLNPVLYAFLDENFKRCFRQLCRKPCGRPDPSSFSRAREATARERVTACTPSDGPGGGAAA
PfHsp90 set2 = reduces growth (ATP signal) of yeast expressing P. falciparum Hsp90. S. cerevisiae expressing PfHsp90, BacTiter-Glo ATP, 48 h; yeast lacking PDR1 and PDR3 efflux regulators. inhibition, % at 9.4 µM. 0.32% of 310,000 active. AID 504621;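 active = every replicate shows inhibition above about 80%, whatever the replicate mean, limit read from the data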;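 also: 0% = DMSO neutral controls and 100% = 20 µM radicicol positive controls; yeast relying on Plasmodium falciparum Hsp90 in place of its own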
AddAB inh = less growth of phage-infected E. coli with AddAB; 0.29% of 330,000 active; E. coli expressing H. pylori AddAB, absorbance growth; inhibition, % at 11.9 µM; AID 435030; in the data active = inhibition above about 12%;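 also: 0% = vehicle wells of infected cells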
Pemphigus Ab inh = human desmoglein-3 autoantibody binding inhibition; 0.48% of 310,000 active; DSG3-coupled beads, scFv-anti-DSG3-GFP binding, flow cytometry; stronger effect = lower value; AID 588358; binding (percent of control), % at 10 µM;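 active = binding more than 3 SD below its plate's average and above zero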;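 also: hits lower antibody fragment binding to DSG3; some compounds called inactive have numbers as strong as hits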
PKA-R1A act = activators of PKA-R1A complex; PKA-R1A dissociation, Cy5-IP20 fluorescence polarization; scaled: DMSO 0%, 113 µM cGMP 100%; activation, % at 11.4 µM; 0.083% of 340,000 active; P00514+P68181;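 active = percent activation above the mean of all tested compounds plus 3 SD, cut at about 19% in these data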;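 also: higher means more PKAc released from R1A so a rise in polarization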
Arr AP2 block = human beta-arrestin and AP2 interaction inhibition. FITC-arrestin peptide / GST-AP2 beads, flow cytometry; AP2 beta2 appendage carries R879A mutation. inhibition, % at 10 µM. 0.31% of 340,000 active. AID 504490;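 active = inhibition above a set limit, near 3 SD of compounds lacking own fluorescence, cut at about 54% in these data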;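 also: plate controls were DMSO wells for no effect and 5 µM unlabelled arrestin peptide for full effect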
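System: GST-AP2 R879A glutathione beads. Medium: PBS with 0.05% Tween 20 and 0.1% BSA. Also added: FITC-arrestin peptide, 50 nM. Incubation: 12 min plus 1 h, RT. Measured by: high-throughput flow cytometry of beads, ex 488, em 535 nm. Evaluation: percent drop in bead-associated FITC signal.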
MOR-DOR ag = agonists of human mu-delta opioid receptor heterodimerization; P35372+P41143; activation, % at 9.3 µM; 0.3% of 340,000 active; cells, OPRM1-OPRD1 heterodimerization, luminescence; in the data active = activation above about 18%;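 also: 0% = vehicle-treated cells and 100% = reference agonist; values of inactives mirror those of a sister screen read the other way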
An asterisk follows results filed as active; nt = no result given.

mol	Tat transport	Ecoli viability	phage Ecoli inh	Mot1-301 SUMO	MOR-DOR inv ag	PfHsp90 set2	AddAB inh	Pemphigus Ab inh	PKA-R1A act	Arr AP2 block	MOR-DOR ag
Cc1nn(CC2CC2)c(=O)n1-c1ccccc1	-1	1.2	-2.0	0	7	nt	2.5	116	-7	-8	-1.4
O=C1C(Cl)=C(NCC2CCCO2)C(=O)N1c1ccccc1 (stereo unspecified)	-4	0.0	4.3	-10	10	-17	0.3	nt	-13	8	-2.0
CN1CCN(NC(=O)c2cc(S(=O)(=O)N3CCOCC3)c(Cl)cc2Cl)CC1	-6	-0.2	0.1	2	21	16	-0.8	103	-7	2	-4.1
Cc1cc(=O)oc2c3c(cc(OCC(=O)NCC(=O)O)c12)OC(C)(C)CC3	-13	0.5	1.8	-2	7	-7	2.0	90	-5	25	-1.6
Cc1ccn(CCSCC(=O)O)n1	-2	-1.3	4.5	-4	14	10	0.6	102	3	4	-2.6
CN1CCN(NC(=O)Nc2ccc(Br)cc2Cl)CC1	-9	nt	1.4	2	7	-11	nt	102	2	0	-1.3
O=S(=O)(c1c(F)cccc1F)N1CCN(C(=S)NCc2ccc3c(c2)OCO3)CC1	11	0.3	2.6	19	-2	-16	-1.6	104	-7	-5	0.3
CCOC(=O)c1ccsc1NC(=O)CCS(=O)(=O)c1ccccc1	4	-2.0	-0.7	-16	6	-15	-2.1	nt	-2	-14	-1.2
Cc1cc(N2CCCN(C)CC2)nc2cc(Cl)ccc12	-2	2.1	1.3	0	3	nt	-0.7	93	-2	12	-0.6
C(#CC12CC3CC(CC(C3)C1)C2)CN1CCOCC1	-13	2.5	3.0	4	1	-26	0.5	97	16	-6	-0.2
Cc1ccc(CCNC(=O)C2CC(=O)N(CCc3ccccc3)C2)cc1 (stereo unspecified)	5	-0.4	-2.0	6	16	32	2.4	102	-7	-6	-3.0
COc1cccc(Nc2nnc(SCc3cc([N+](=O)[O-])cc4c3OCOC4)s2)c1	-3	0.5	3.6	-7	0	-5	5.3	98	-4	0	-0.1
Cc1oc(-c2ccccc2Cl)nc1CSCC(=O)NC1CCCC1	4	-2.4	2.2	82	7	-18	0.0	100	1	6	-1.4
CCOc1ccc(CCNC(=O)c2ccc(CS(=O)Cc3ccc(Cl)cc3)o2)cc1 (stereo unspecified)	7	0.4	1.4	-1	14	32	1.4	113	2	8	-2.7
Cc1nn2c(-c3ccccc3)ccnc2c1Br	1	1.9	2.7	18	-4	-6	0.5	96	-8	-3	0.7
CCOC(=O)C1CCN(C(=O)COc2cc(C)c(Br)c(C)c2)CC1	13	1.9	4.5	-9	-7	-10	-0.4	98	-14	3	1.2
O=S(=O)(c1ccc(-c2n[nH]c(=S)o2)cc1)N1CCCCC1	-8	1.3	0.6	-14	13	24	0.8	95	9	20	-2.0
O=C(Nc1ccncc1)Nc1ccc(Cl)cc1	9	0.5	7.4	-5	-22	22	-0.6	121	-8	0	3.8
O=[N+]([O-])c1ccc2c(c1)C=C1CCCCC1(N1CCCCC1)O2 (stereo unspecified)	1	0.9	2.2	-8	-2	11	6.9	106	5	0	0.3
COc1ccc(C(=O)Nc2c(N)nc(SCC(=O)NCC3CCCO3)[nH]c2=O)cc1OC (stereo unspecified)	-15	-0.7	1.4	1	12	5	0.3	99	-6	-6	-2.2
COc1ccc(C(CNC(=O)c2oc3cc(C)c(C)cc3c2C)N2CCCCC2)cc1 (stereo unspecified)	-1	2.1	4.7	301	16	-5	3.4	100	8	4	-3.2
CCOc1cnn(-c2cc(Oc3ccc(C)cc3)ncn2)c(=O)c1Cl	-3	-0.4	2.8	0	-13	26	-1.4	90	8	13	2.5
CCC1(c2ccccc2)C(=O)N=C(N)N(C#N)C1=O (stereo unspecified)	2	nt	2.7	nt	10	nt	nt	93	1	-10	-2.1
O=C(O)c1cc(S(=O)(=O)NC2CCCc3ccccc32)ccc1O (stereo unspecified)	-11	-1.3	0.6	11	-28	-10	1.6	112	-7	-10	3.5
Cc1nc(CSc2ccc(Br)cc2)cs1	-4	0.2	2.1	-10	7	-10	2.7	92	3	19	-1.3
CCc1ccccc1NC(=O)CN1CCN(C(=O)c2ccc(OCc3cn4ccccc4n3)cc2)CC1	-6	nt	2.0	nt	4	-20	nt	95	-3	-20	-0.7
Cc1ccc(O)c(Nc2ncnc3ccccc23)c1	-3	2.6	0.9	-12	15	-3	2.5	114	-4	14	-2.9
Cc1cc(NS(=O)(=O)c2ccc(NC(=O)Cc3ccc([N+](=O)[O-])cc3)cc2)nc(C)n1	3	0.2	1.3	8	5	nt	-0.7	85	8	5	-1.0
CC(C)(C)OC(=O)NC1CC2CCCC(C1)N2Cc1ccccc1 (stereo unspecified)	-4	nt	1.6	nt	-8	15	nt	87	8	10	1.6
O=C(C1CCN(S(=O)(=O)c2cccs2)CC1)N1CCN(Cc2ccccc2)CC1	-5	1.8	1.9	-12	16	20	1.6	98	-3	16	-3.0
Cc1c(C(=O)N2c3ccccc3CC2C)oc2ccccc12 (stereo unspecified)	7	2.1	1.9	0	-22	-9	2.3	107	2	25	5.5
CN(Cc1cccs1)C(=O)CSc1nnnn1C	4	-0.7	2.7	-13	6	-13	2.0	103	-4	-3	-1.4
CCCOc1ccc(/C=N/NC(=O)CSCc2ccc([N+](=O)[O-])cc2)cc1OCC	-6	0.9	1.4	-4	-28	-7	3.1	88	-4	6	5.5
Cc1ccc2cc(CN(Cc3ccc4c(c3)OCO4)Cc3nnnn3Cc3ccco3)c(=O)[nH]c2c1C	12	1.4	0.5	6	19	13	5.8	111	4	4	-3.3
O=C(c1cccc([N+](=O)[O-])c1)n1nc(-c2ccccc2)nc1NCc1ccccc1	-3	-0.7	3.4	-7	7	2	2.4	128	3	2	-1.3
O=C(NCC(=O)N(Cc1ccc(F)cc1)C(C(=O)NC1CCCC1)c1ccco1)c1ccco1 (stereo unspecified)	4	1.0	1.1	-11	8	-16	-0.4	74	1	-3	-1.5
COc1cc2c(cc1OC)CN(S(=O)(=O)c1ccccc1F)CC2	1	-0.9	2.2	-7	12	8	0.7	98	-4	21	-2.5
Cc1nc(SCC(=O)O)c(C#N)c2c1CCCC2	-3	-3.8	1.5	5	12	-16	3.0	101	-12	-9	-2.2
O=C(COc1cccnc1[N+](=O)[O-])N1N=C(c2ccc(Cl)cc2)CC1c1ccco1 (stereo unspecified)	-6	-4.0	3.0	11	10	-12	2.5	102	-2	9	-2.0
Cc1cccc(N2N=C(C(=O)OCC(=O)c3ccccc3)CCC2=O)c1	-1	1.7	2.1	-13	11	nt	-1.6	91	2	6	-2.1
COc1ccc(-c2cc(C(=O)Nc3ccccc3O)c3ccccc3n2)cc1OC	1	-3.0	5.4	1	12	0	0.5	101	4	35	-2.2
C#CCNc1c2c(nc3nnnn13)CCCC2	12	-1.2	0.9	-12	9	10	-1.1	97	8	-26	-1.8
Nc1nc(SCC(=O)N2CCN(c3ccccc3)CC2)n[nH]1	5	1.4	2.0	5	4	32	0.3	107	-3	-1	-1.0
COc1ccccc1OCC(=O)Nc1oc(-c2ccccc2)c(-c2ccccc2)c1C#N	9	-2.2	1.7	85	13	12	1.1	nt	1	25	-3.1
CCCC(CCC)C(=O)NNc1cc(=O)c2c(=O)n(C)c(=O)n(C)c2[nH]1	9	1.2	1.0	3	-2	-7	-0.6	107	-1	3	0.4
COc1ccc(-c2cn3cccnc3n2)cc1NC(=O)C1CCCC1	-7	-0.8	1.5	3	4	-10	0.8	91	-6	25	-0.8
CCOC(=O)C1=C(C)NC2=C(C(=O)c3ccccc32)C1c1cccnc1 (stereo unspecified)	-5	-2.7	-1.4	0	7	-21	-2.9	105	7	12	-1.1
O=C(NCCc1c[nH]c2ccccc12)C1CCN(S(=O)(=O)c2ccc(F)cc2)CC1	9	-0.2	2.1	8	1	19	-2.0	113	-2	5	-0.3
C/C(Cc1ccccc1)=N\NC(=O)CNC(=O)COc1cccc(C)c1	7	-2.2	0.8	-30	7	18	-0.1	109	5	16	-1.4
CCCNC(=O)C(Sc1ccccc1)c1ccccc1 (stereo unspecified)	-11	-1.8	3.2	54	10	-9	-2.1	113	1	-2	-1.8
COc1ccc(OC)c(N(CC(=O)N2CCCC2)S(C)(=O)=O)c1	6	0.5	0.6	-7	-2	-25	6.2	118	-2	32	0.5
Cc1cccc(C)c1NC(=O)CSc1nnc(-c2ccoc2C)n1CCc1ccccc1	2	0.5	2.2	-20	10	1	4.3	101	-2	-3	-1.7
CCC[C@H]1COCCS(=O)(=O)N1Cc1ccccc1F	-6	-0.2	4.2	-4	6	4	0.3	nt	-8	-6	-1.1
COc1ccc(N2CCN(C3CCCN(C(=O)CSC)C3)CC2)cc1 (stereo unspecified)	-2	0.3	2.2	-2	19	17	2.9	100	3	-7	-3.7
O=C(O)CCc1ccc(-c2cccs2)n1NC(=O)c1ccc(Cl)cc1Cl	-5	1.7	4.7	-10	0	1	1.8	98	-10	10	0.1
CC(CNc1ccc([N+](=O)[O-])cc1)NC(=O)c1ccccc1Br (stereo unspecified)	11	-1.6	0.1	-29	1	-1	2.8	119	-9	-1	-0.1
CC(C)(C)c1ccc(C2C(C(=O)c3ccco3)=C(O)C(=O)N2CC2CCCO2)cc1 (stereo unspecified)	3	0.1	2.5	8	8	-11	2.5	111	-6	-8	-1.5
CC1=CC(C)(C)N2C(=O)C3(C(C#N)=C(N)Oc4cc(O)ccc43)c3cccc1c32 (stereo unspecified)	-1	-1.4	-1.1	9	-2	3	2.5	107	-9	7	0.4
COC(=O)C1C2CC3c4[nH]c5cc(OC)ccc5c4CCN3CC2CC(OC(=O)CC(C)=O)C1OC (stereo unspecified)	-4	nt	3.3	nt	-16	-5	nt	97	0	-13	3.1
CC(NC(=O)COC(=O)CCc1ccccc1)c1ccccc1 (stereo unspecified)	-6	2.2	1.8	417	18	-5	3.2	97	-5	4	-3.4

Some entries already given, showing only Tat transport and Arr AP2 block.
smiles,Tat transport,Arr AP2 block
COc1ccc(OC)c(N(CC(=O)N2CCCC2)S(C)(=O)=O)c1,6,32
CCCNC(=O)C(Sc1ccccc1)c1ccccc1 (stereo unspecified),-11,-2
